High-throughput results (PubChem)
KCNQ2 inh: KCNQ2 potassium channel inhibitors, primary screen, cell-based, CHO-K1, FluxOR thallium flux, B-score (AID 2156); 20 min; active compounds read low; B-score at 10 µM; hit rate 1.1% among 310,000;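 active means fluorescence ratio B-score at most minus 3 library SDs, with starting brightness B-score within 2 library SDs, cut at about -5.5 in these data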
Target sequence (O88943 whole entry, looked up): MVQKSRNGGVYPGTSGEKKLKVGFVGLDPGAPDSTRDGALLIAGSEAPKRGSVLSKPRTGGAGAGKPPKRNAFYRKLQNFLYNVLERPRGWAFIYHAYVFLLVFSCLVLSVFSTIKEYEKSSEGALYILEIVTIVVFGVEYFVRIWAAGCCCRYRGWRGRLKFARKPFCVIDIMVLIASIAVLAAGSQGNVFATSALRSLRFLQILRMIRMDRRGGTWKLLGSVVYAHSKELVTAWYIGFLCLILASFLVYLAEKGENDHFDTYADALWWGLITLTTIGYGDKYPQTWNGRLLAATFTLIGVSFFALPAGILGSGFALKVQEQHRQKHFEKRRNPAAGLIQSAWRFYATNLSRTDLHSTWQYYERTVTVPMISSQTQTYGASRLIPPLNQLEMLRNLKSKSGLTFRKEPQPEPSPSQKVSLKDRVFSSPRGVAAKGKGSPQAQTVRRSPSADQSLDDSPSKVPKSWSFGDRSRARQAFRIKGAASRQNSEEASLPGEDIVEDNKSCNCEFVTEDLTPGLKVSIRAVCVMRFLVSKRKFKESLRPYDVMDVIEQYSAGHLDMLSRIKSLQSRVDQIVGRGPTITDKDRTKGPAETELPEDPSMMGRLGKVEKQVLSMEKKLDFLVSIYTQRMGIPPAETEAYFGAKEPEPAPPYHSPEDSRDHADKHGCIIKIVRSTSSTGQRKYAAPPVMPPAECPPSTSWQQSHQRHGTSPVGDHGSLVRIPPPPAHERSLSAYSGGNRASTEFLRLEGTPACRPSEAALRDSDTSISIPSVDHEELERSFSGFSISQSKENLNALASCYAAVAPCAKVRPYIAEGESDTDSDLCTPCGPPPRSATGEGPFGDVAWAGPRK
CHT block: inhibitors of human choline transporter CHT. High affinity choline transporter 1 (Homo sapiens), Q9GZV3. CHT-expressing cells, membrane potential dye, choline response; active compounds read low. B-score at 10 µM. hit rate 0.86% among 310,000. AID 488975, 2010;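 active means B-score over 3 SD under the library average, and starting fluorescence ratio not unusually high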;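 further: choline stimulus applied at its EC90 after an EC20 pre-addition; B-score computed on integrated fluorescence ratio after choline addition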
Numbers without * were called inactive; i = inactive; · = no result given.

cpd	structure	KCNQ2 inh	CHT block
1	CC(C)N(CCc1ccncc1)C(=S)Nc1ccc(F)c(Cl)c1	i	i
2	CC(=O)Nc1ccc2sc(NC(=O)CN3CCOCC3)nc2c1	i	i
3	O=C(O)CSc1nc2sc3c(c2c(=O)n1-c1ccccc1)CCC3	i	i
4	CC1CCN(CCNC(=O)C2CCCN(S(=O)(=O)c3cccc4nsnc34)C2)CC1 (stereo not given)	i	-8.1*
5	COc1cc(/C=N/NC(=O)C(=O)Nc2ccccn2)ccc1O	i	i
6	Cc1[nH]c2ccccc2c1CCCO	i	i
7	CCOC(=O)NC1(C(F)(F)F)N=C(c2ccccc2)NC1=O (stereo not given)	i	i
8	Cc1ccc(C2NC(=O)c3ccccc3N2)s1 (stereo not given)	i	i
9	CCOC(=O)Oc1ccc(/C=C2\N=C(C)OC2=O)cc1	i	i
10	CC1Cc2ccccc2N1C(=O)Cn1cnc2c1c(=O)n(C)c(=O)n2C (stereo not given)	i	i
11	O=C1CC(c2ccco2)CC2=C1C1c3ccccc3C(=O)N1c1ccccc1N2 (stereo not given)	i	i
12	COC(=O)c1c(NC(=O)c2ccc(Br)s2)sc2c1CCC2	i	i
13	COc1ccccc1N1CCN(S(C)(=O)=O)CC1	i	i
14	Cc1ccc(OCCC(=O)Nc2ccccc2C(=O)NC2CC2)cc1	i	i
15	Cc1cccc(NC(=O)c2ccc(COc3ccc4ccccc4c3)o2)n1	i	i
16	O=C(CCc1ccccc1)Nc1nnc(-c2ccc3c(c2)CCCC3)o1	i	i
17	CC(C)=C1SC(N2CCN(c3ccc(C)c(Cl)c3)CC2)=NC1=O	i	i
18	CC1(C)C(=O)Nc2ccccc2N1C(=O)COC(=O)C12CC3CC(CC(O)(C3)C1)C2	i	i
19	CC1=C(c2ccc(Cl)cc2)[N+](=O)C(C)(C)N1[O-]	i	i
20	Cc1cccc(NC(=O)C2CCCN2/C=C/C(=O)C(F)(F)F)c1C (stereo not given)	i	i
21	O=C(CN(C(=O)c1csnn1)c1cccc(C(F)(F)F)c1)NCc1ccc(F)cc1	i	i
22	CCOC(=O)Cc1csc(N/C(=N/S(=O)(=O)c2ccc(F)cc2F)c2ccccc2)n1	i	-6.8*
23	N#Cc1ccc(OCC(=O)OCC(=O)Nc2ccc(N3CCOCC3)cc2)cc1	i	i
24	N#Cc1cc(-c2ccccc2)nnc1Sc1ccccc1	i	i
25	CCN(CC)CC(=O)Nc1ccccc1SCC(=O)Nc1ccsc1C(=O)OC	i	i

Next section.
cpd	structure	KCNQ2 inh	CHT block
26	CCOC(=O)C1CCN(S(=O)(=O)c2ccc(CN3C(=O)c4cccnc4C3=O)cc2)CC1	i	i
27	Cc1ccccc1Oc1ccccc1N	i	i
28	Cc1ccc(CSCCNC(=O)CN2C(=O)c3ccccc3S2(=O)=O)cc1	i	i
29	Cc1ccc(CCNC(=O)C2CCCN(S(=O)(=O)N3CC(C)CC(C)C3)C2)cc1 (stereo not given)	i	i
30	O=C(Cc1ccccc1)NCCc1ccc(Cl)cc1Cl	i	i
31	CN(Cc1ccc(O)cc1)C1CCCCC1	i	i
32	O=C(CCN1C(=O)c2ccccc2C1=O)NC(=S)Nc1cccc(Cl)c1	i	i
33	Cc1[nH]c(=O)c(C(=O)/C=C/c2ccccc2F)c2c1CCCC2	i	i
34	CCOc1ccccc1N1CCN(C(=O)COc2ccc3c(C)cc(=O)oc3c2)CC1	i	i
35	CN(C)c1ccc(C2(c3ccc(N(C)C)cc3)OC(=O)c3cc(N)ccc32)cc1	i	i
36	CCOc1ccc(NC(=O)C(c2ccccn2)N(C(=O)CCl)c2ccc(OC)cc2)cc1 (stereo not given)	i	i
37	C=C(C)CN1CCN(S(=O)(=O)c2ccc(C)c(N(C)S(=O)(=O)c3ccc(C)cc3)c2C)CC1	-8.5*	i
38	CN(C)c1ccc(NC(=S)N(CCc2ccccc2)C2CC(=O)N(c3c(Cl)cccc3Cl)C2=O)cc1 (stereo not given)	i	i
39	O=C(Nc1ncc([N+](=O)[O-])s1)c1cccc([N+](=O)[O-])c1	i	i
40	Cc1ccc(C(=O)Nc2nccs2)s1	i	i
41	COc1ccc(OC)c(-n2c(-c3ccccc3)n[nH]c2=S)c1	i	i
42	Cc1ccc(C)c(NC(=O)/C(C#N)=C/c2ccc(Sc3nncn3C)c([N+](=O)[O-])c2)c1	i	i
43	COc1ccc(C2NC(=O)NC(O)(C(F)(F)F)C2C(=O)c2ccc(C)cc2)cc1 (stereo not given)	i	i
44	C/C(=N\NC(=O)c1nnn(-c2nonc2N)c1-c1ccccc1)c1ccccc1O	i	i
45	Cc1ccccc1NC(=O)CSC1=NCCN1	·	i
46	O=C(NC(=S)Nc1cccc2c(O)cccc12)c1ccco1	i	i
47	N#Cc1ccccc1CCN1C(=O)c2ccccc2C1=O	i	i
48	C/C(=N\NC(=O)CC1(C)OCCO1)c1cccs1	i	i
49	COCc1ccc(C(=O)N2CCCC(Nc3ccc4c(c3)OCCO4)C2)o1 (stereo not given)	i	i
50	Cc1ccc(S(=O)(=O)NCc2csc(C)n2)c(C)c1	i	i

Compounds listed so far with an aryl methoxy group:
cpd	structure	KCNQ2 inh	CHT block
5	COc1cc(/C=N/NC(=O)C(=O)Nc2ccccn2)ccc1O	i	i
13	COc1ccccc1N1CCN(S(C)(=O)=O)CC1	i	i
36	CCOc1ccc(NC(=O)C(c2ccccn2)N(C(=O)CCl)c2ccc(OC)cc2)cc1 (stereo not given)	i	i
41	COc1ccc(OC)c(-n2c(-c3ccccc3)n[nH]c2=S)c1	i	i
43	COc1ccc(C2NC(=O)NC(O)(C(F)(F)F)C2C(=O)c2ccc(C)cc2)cc1 (stereo not given)	i	i

(listing goes on)
cpd	structure	KCNQ2 inh	CHT block
51	COc1ccc(CC(=O)NNc2ncnc3c2cnn3C)cc1OC	i	i
52	CCc1nn2c(NCCCO)cc(C)nc2c1-c1ccc(F)cc1	i	i
53	O=C(Nc1ccccc1)c1ccc(CN2CCC(Cc3ccccc3)CC2)cc1	i	i
54	COc1cc(C2CC(=O)c3c(ccc4ccccc34)N2)ccc1O (stereo not given)	i	i
55	O=C(O)c1ccc(Cl)c(S(=O)(=O)Nc2cccc(C(=O)Nc3cccc(C(F)(F)F)c3)c2)c1	i	i
56	CCCC12CN(C(=O)c3ccc([N+](=O)[O-])cc3)CC(C)(CN(C(=O)c3ccc([N+](=O)[O-])cc3)C1)C2=O	i	i
57	Cc1cccc(C)c1OCC(O)Cn1nnc2ccccc21 (stereo not given)	i	i
58	Cc1cc2oc(=O)cc(CN3CCN(Cc4ccccc4)CC3)c2cc1C	i	·
59	COc1ccccc1C1CC(=O)Nc2c1c(=O)n(C)c(=O)n2C (stereo not given)	i	i
60	COC(=O)c1[nH]c2c(c1C)C(=O)CCC2	i	i
61	CCCn1nnc(NC(=O)Cc2ccc(Cl)cc2)n1	i	i
62	C=CCN1C=C2C(=O)C(C)(OC(=O)C3CCCC3)C(=O)C=C2C=C1c1ccsc1 (stereo not given)	i	i
63	Cc1ccc(-c2[nH]ncc2/C=N/n2c(C)nc3ccccc3c2=O)cc1	i	i
64	Cc1ccc(CNC(=O)C2CCCN(C(=O)Nc3ccc(F)cc3)C2)cc1 (stereo not given)	i	i
65	Cc1cccc(N2C(=O)N(c3ccccc3C)C3CS(=O)(=O)CC32)c1 (stereo not given)	i	i
66	N/C(=N\OC(=O)C1CCCCC1)c1ccccn1	i	i
67	CCOc1ccc(/C(O)=C2/C(=O)C(=O)N(c3ccccn3)C2c2ccc(Cl)cc2)c(C)c1 (stereo not given)	i	i
68	CC(=O)C1C(c2cccc(F)c2)NC(=O)NC1(O)C(F)(F)F (stereo not given)	i	i
69	CC(C)CNS(=O)(=O)c1ccc(CCC(=O)NCCC2=CCCCC2)cc1	i	i
70	O=C(Nc1nnc(-c2ccco2)o1)c1ccc([N+](=O)[O-])s1	i	i
71	O=C(O)C1C2C=CC(C2)C1C(=O)NCc1ccccc1 (stereo not given)	i	i
72	CCOC(=O)Nc1nnc(/C=C/c2ccc(OC)cc2)s1	i	i
73	COc1ccc2c(C=O)c[nH]c2c1	i	i
74	O=c1c(Cl)c(N2CCN(c3ccccc3)CC2)cnn1C12CC3CC(CC(C3)C1)C2	i	i
75	CC(C)(C)c1nc(CN2CCOCC2)cc(CN2CCOCC2)c1O	i	i

Later entries.
cpd	structure	KCNQ2 inh	CHT block
76	O=S(=O)(O/N=C1\CCCc2ccccc21)c1ccccc1	i	i
77	Cc1nn(CCCC(=O)Nc2ccc(Br)cc2F)c(C)c1[N+](=O)[O-]	i	i
78	CCC1(c2ccccc2)NC(=O)N(CC(=O)N2CCN(S(=O)(=O)c3ccccc3)CC2)C1=O (stereo not given)	i	i
79	O=S(=O)(c1ccc2c(c1)OCCO2)N1CCC(n2nnc3cc(F)ccc32)CC1	i	i
80	CC1CCN(S(=O)(=O)c2ccc3c(c2)oc(=O)n3CC(=O)N2CCc3ccccc3C2)CC1	i	i
81	Oc1ccc(Br)cc1/C=N/N1CCCCC1	i	i
82	Cc1cc(C)nc(Sc2c(C)nn(-c3ccccc3)c2C)n1	i	i
83	c1ccc(CC2CCCNC2)cc1 (stereo not given)	i	i
84	COCCCNC(=S)NNC(=O)c1ccoc1C	i	i
85	CCn1c(/N=C/c2ccccc2NS(=O)(=O)c2ccc(C)cc2)nc2ccccc21	·	i
86	COc1ccc(/C=C/C(=O)OCC(=O)c2ccc3c(c2)NC(=O)CO3)c(OC)c1	i	i
87	Cc1ccc(Cl)cc1NC(=O)NCc1ccccn1	i	i
88	CCOc1ccc(C(=O)Nc2ccc(NC(=O)c3ccco3)c(Cl)c2)cc1Cl	i	i
89	Cc1cc(C)cc(NC(=S)N2CC(C)OC(C)C2)c1 (stereo not given)	i	i
90	O=C(Nc1ccccc1-c1ccccc1)NC1CCN(CC(=O)N2CCOCC2)CC1	i	i
91	Brc1ccccc1OCCN1CCOCC1	i	i
92	O=C1C(Nc2ccccc2)=C/C(=N/S(=O)(=O)c2cccs2)c2ccccc21	i	i
93	c1csc(CN2CCN(Cc3cccs3)C2c2cccs2)c1	i	i
94	CN(C)S(=O)(=O)c1cccc2nsnc12	i	i
95	Cc1ccc(C)c(S(=O)(=O)N2CCN(C(=O)c3ccncc3)CC2)c1	i	i
96	CCc1ccc(-n2nnnc2SCC(=O)NNC(=O)c2ccco2)cc1	i	i
97	Cc1ccc(CN(Cc2cccnc2)C(=O)CN2C(=O)COc3ccccc32)o1	i	i
98	CCC1C(=O)Nc2ccccc2N1C(=O)COc1ccccc1 (stereo not given)	i	i
99	CCCn1c(SCC(=O)NCc2cccs2)nc2c1c(=O)n(C)c(=O)n2C	i	i
100	O=S(=O)(Nc1nc2ccccc2nc1NCc1ccco1)c1cccs1	i	i

Four compounds picked at random from those above, as already listed:
cpd	structure	KCNQ2 inh	CHT block
92	O=C1C(Nc2ccccc2)=C/C(=N/S(=O)(=O)c2cccs2)c2ccccc21	i	i
86	COc1ccc(/C=C/C(=O)OCC(=O)c2ccc3c(c2)NC(=O)CO3)c(OC)c1	i	i
82	Cc1cc(C)nc(Sc2c(C)nn(-c3ccccc3)c2C)n1	i	i
88	CCOc1ccc(C(=O)Nc2ccc(NC(=O)c3ccco3)c(Cl)c2)cc1Cl	i	i

Following part
cpd	structure	KCNQ2 inh	CHT block
101	CCc1nnc(NC(=O)CSc2nnc(-c3c[nH]c4ccccc34)n2CC)s1	i	i
102	COc1ccc(-c2cn(CCO)c(-c3ccc(Cl)nc3)n2)cc1	·	i
103	CCOC(=O)c1[nH]c(C)c(C(=O)OCC)c1C	i	i
104	CCCN1C(=O)c2cc(C(=O)Nc3ccccc3OC)ccc2C1Nc1ccccc1OC (stereo not given)	i	i
105	COc1ccc(CCc2nnc(NS(C)(=O)=O)s2)cc1	i	i
106	O=[N+]([O-])c1ccc(O)c(/C=N/Nc2ccccn2)c1	i	i
107	COc1ccc(CNC(=O)C(=O)NCC(c2ccco2)N2CCOCC2)cc1 (stereo not given)	i	i
108	O=S(=O)(N1CCOCC1)n1nnc2ccccc21	i	i
109	CC(=O)N1CCC(CCCC2CCN(C(C)=O)CC2)CC1	i	i
110	CCSC(C)CC1C/C(=N/O)c2c(CC)noc2C1 (stereo not given)	i	i
111	S=C(NCCCc1ccccc1)Nc1ccc(Br)cc1	i	i
112	COc1ccc(CNCCC(c2ccc(F)cc2)c2ccc(OC)cc2)cc1 (stereo not given)	i	i
113	Cc1c(C(=O)N2CCOCC2)sc(NC(=O)c2ccccc2F)c1C#N	i	i
114	O=C(N/N=C/c1ccc(Br)cc1)c1ccc(Br)o1	i	i
115	CCNc1cc(N2CCOCC2)nc(SC)n1	i	i
116	Cc1cc(N2CCOCC2)nc2ccc(NC(=S)N3CCN(Cc4ccccc4)CC3)cc12	i	i
117	Cc1ccc(-c2nc(N/N=C/c3cccc([N+](=O)[O-])c3)c3ccccc3n2)cc1	i	i
118	COc1ccccc1Nc1ccc([N+](=O)[O-])cc1N	i	i
119	Cc1ccc(C(=O)NCCn2cc(SCC(=O)Nc3nnc(C)s3)c3ccccc32)cc1	i	i
120	Cc1cccc(Nc2ncnc3nc[nH]c23)c1C	i	i
121	Cc1cc(NC(=O)CSc2nc(=O)n3cc(Cl)ccc3n2)no1	i	i
122	COc1ccc(CCNC(=O)CCOc2ccc(C(C)(C)C)cc2)cc1OC	i	i
123	Cc1ccc(NC(=S)N(CCCN2CCOCC2)Cc2ccco2)cc1C	i	i
124	CC(=O)Nc1ccc(N2CCOCC2)c([N+](=O)[O-])c1	i	i
125	O=C(Nc1ccc2oc(-c3ccccc3)nc2c1)c1cc(-n2cnnc2)ccc1Cl	i	i
126	COC(=O)c1c(-c2snnc2C)n[nH]c1C	i	i
127	CCN(CC)S(=O)(=O)c1ccc2c(c1)nc(SCC(=O)NC1CC1)n2-c1ccccc1OC	i	i
128	Cc1nc2c(sc3nc(N4CCOCC4)c4c(c32)CC(C)(C)OC4)c(-c2ccc(Cl)cc2)c1C(=O)O	i	i
